NOD2 inhibition = NOD2 signaling inhibitors, cell-based, luminescence, uHTS, HEK293 (AID 1566); HEK293 NOD2/NF-kB luciferase reporter, luminescence; higher % means a stronger effect; 290,000 compounds, 0.63% hits; inhibition, % at 4 µM; hits with a dose series show EC50 in µM; further: many of its hits are not listed in these tables
KOR beta-arrestin-1 = KOR antagonists, beta-arrestin recruitment, cell-based, luminescence, uHTS (AID 1778); inhibition, % at 10 µM, or IC50 in µM where a hit was titrated; Kappa-type opioid receptor (Homo sapiens); KOR beta-arrestin recruitment, luminescence, antagonist mode; higher % means a stronger effect; 290,000 compounds, 0.091% hits; further: strong numbers were not always called active
P. falciparum M1AAP = P. falciparum M1AAP inhibitors, biochemical, fluorogenic H-Leu-NHMec substrate, 1536-well (AID 1445) | Aminopeptidase N (Plasmodium falciparum (isolate 3D7)) | recombinant M1AAP, H-Leu-NHMec fluorogenic kinetic assay; higher % means a stronger effect | inhibition, % at 30 µM, or IC50 in µM where a hit was titrated | 220,000 compounds, 0.42% hits;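 active means primary inhibition above the hit cutoff, then over 50% inhibition at one or more dose response concentrations, cut at about 23% in these data, passing the limit was not always enough; inconclusive means conflicting primary data, or primary hits not chosen for dose response; inactive means low primary inhibition, or under 50% at every dose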;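 further: plate controls were DMSO full reaction for no effect and no enzyme background for full effect; strong numbers were not always called active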
P. falciparum M17LAP = P. falciparum M17LAP inhibitors, primary screen, biochemical, fluorogenic H-Leu-NHMec substrate, 1536-well (AID 1619); Leucine aminopeptidase (Plasmodium falciparum (isolate 3D7)); recombinant M17LAP, H-Leu-NHMec fluorogenic kinetic assay; higher % means a stronger effect; inhibition, % at 30 µM, or IC50 in µM where a hit was titrated; 220,000 compounds, 0.38% hits;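 active means compound inhibiting the enzyme by more than half at any dose during confirmatory dose-response retesting; inconclusive means strong single-dose inhibitors picked by rank but not retested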;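 further: plate controls were full reaction with DMSO carrier for no effect and no enzyme background for full effect; strong numbers were not always called active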
GPR55 beta-arrestin = GPR55 agonists via beta-arrestin recruitment, primary screen, imaging, U2OS cells, beta-arrestin-GFP redistribution (AID 1961); G-protein coupled receptor 55 (Homo sapiens); U2OS GPR55 beta-arrestin-GFP redistribution imaging; higher % means a stronger effect; activation, % at 10 µM; hits with a dose series show EC50 in µM; 290,000 compounds, 0.048% hits;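 active means activation above 40% with more than 50 cells counted in the well; inconclusive means wells holding fewer than 50 cells, flagged as toxic or sparse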;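 further: U2OS osteosarcoma cells stably expressing GPR55 and beta-arrestin-GFP; plate controls were DMSO negative control for no effect and LPI positive control for full effect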
Dynein transport = inhibitors of GR-EGFP nuclear translocation, primary screen, dynein cargo transport inhibitor project, imaging, high-content, 3617.4 mouse cells; test concentration mostly 20 µM; stimulated with dexamethasone, 1 µM; hits give low values; z-score, hits read low; 220,000 compounds, 0.47% hits;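 active means plate z-score of nuclear minus cytoplasmic receptor signal below a set negative limit, without overly bright fluorescence or cell loss, cut at about -3.5 in these data, passing the limit was not always enough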;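 further: z-score of nuclear minus cytoplasmic ring GR-EGFP intensity difference per well; some compounds called inactive have numbers as strong as hits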
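Buffer or medium: tet-free medium with charcoal-stripped serum / Also added: dexamethasone agonist, 1.0 µM final, for 30 min / Timing: induction 48 h, compound 1 h, agonist 30 min / Measured by: high-content fluorescence imaging after fixation / Read-out: nuclear-to-cytoplasmic GR-EGFP distribution per well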
NOD1 NF-kB reporter = NOD1 signaling inhibitors, primary screen, cell-based, luminescence, uHTS (AID 1578). NOD1-driven NF-kB luciferase reporter cells, luminescence; higher % means a stronger effect. 290,000 compounds, 1% hits. one-dose inhibition, % at 4 µM; EC50 in µM for titrated hits; in the data active means inhibition mostly above about 36%, no sharp cut-off; inactive means mostly below about 34%;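 further: HEK-293T reporter cells stimulated with the NOD1 agonist gamma-tri-DAP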
KOR beta-arrestin-2 = KOR agonists, beta-arrestin recruitment, primary screen, cell-based, luminescence, uHTS (AID 1777). KOR beta-arrestin recruitment, luminescence; higher % means a stronger effect. activation, % at 10 µM; hits with a dose series show EC50 in µM. 280,000 compounds, 0.02% hits; in the data active means activation above about 50%, passing the limit was not always enough; further: a part of the inactive calls stands beside numbers as strong as those of hits
AID2073 = inhibitors of Mint1-CaV2.2 protein interaction, biochemical, HTRF (AID 2073); HTRF protein-protein interaction, Mint1-CaV2.2; higher % means a stronger effect; inhibition, % at 20 µM; hits with a dose series show IC50 in µM; 290,000 compounds, 0.19% hits; in the data active means inhibition mostly above about 51%, no sharp cut-off; inconclusive means no clear call, values can overlap the other calls; inactive means mostly below about 53%; further: some results filed as inactive read as strong as hits
Dynein transport cytoplasmic EGFP = second read-out of Dynein transport, no call of its own (marks repeat the call); z-score; measured here: cytoplasmic GR-EGFP intensity; hits give high values
Dynein transport nuclear GR-EGFP = also measured in Dynein transport; calls as there; z-score; measured here: nuclear GR-EGFP intensity;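 lower value marks the stronger effect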
Dynein transport cell count = also measured in Dynein transport; calls as there; z-score; measured here: cell count per field
Starred values were filed as active, the others as inactive; ? = inconclusive; · = not tested or not shown; [ ] = dose if it differs, or a comment. Unless noted, no stated cut-off is given here; in the data, active means inhibition above about 50%; inactive means the rest. Only part of the results is shown (hit frequency here may not be typical).

SMILES	NOD2 inhibition	KOR beta-arrestin-1	P. falciparum M1AAP	P. falciparum M17LAP	GPR55 beta-arrestin	Dynein transport	Dynein transport cytoplasmic EGFP	Dynein transport nuclear GR-EGFP	Dynein transport cell count	NOD1 NF-kB reporter	KOR beta-arrestin-2	AID2073
CCC(C)N(C(=O)Cn1c(Cl)nc2c1c(=O)n(C)c(=O)n2C)C1CCS(=O)(=O)C1 (centres undefined)	-2%	·	·	·	-0.1%	·	·	·	·	-28%	·	10%
N#Cc1cc(C#N)c(SCC(=O)NCC2CCCO2)nc1N (centres undefined)	0%	-7%	·	·	?	·	·	·	·	-28%	-1.7%	5%
Cc1c(C(=O)OC(C)C)sc(NC(=O)C2CCCO2)c1C(=O)OC(C)C (centres undefined)	19%	2%	-1%	-3%	-0.1%	-0.018	-0.12	-0.062	0.092	-5%	-7.7%	7%
O=C(OC(C(=O)NCc1ccccc1)c1ccccc1F)c1ccco1 (centres undefined)	-16%	-56%	·	·	-0.4%	·	·	·	·	-23%	3.6%	-1%
CCC(=O)c1c(NC(C)C)cc(C)oc1=O	24%	-32%	2%	-2%	0.2%	-0.06	0.68	0.77	-1.1	-1%	0.7%	1%
CC(Sc1nc2scc(-c3ccccc3)c2c(=O)[nH]1)C(=O)NC(N)=O (centres undefined)	10%	39%	0%	1%	-1.9%	-0.49	-0.2	0.5	-0.76	-10%	-1.6%	-3%
CCS(=O)(=O)N1N=C(c2ccc(NS(C)(=O)=O)cc2)CC1c1ccccc1 (centres undefined)	5%	-2%	2%	-40%	0.5%	-0.5	0.89	-0.47	0.51	-34%	-1.9%	7%
CC(C)(C)c1ccc(OCCCC(=O)Nc2ccc(S(N)(=O)=O)cc2)cc1	19%	-26%	-6%	-7%	0.0%	1.6	-0.2	1	-1.1	-4%	7.8%	26%
Cc1cc(C)c(-n2nnnc2SCC(=O)c2cc3ccccc3o2)c(C)c1	11%	-12%	3%	7%	0.0%	-0.33	-0.17	0.27	0.12	16%	26%	-2%
COC(c1ccccc1)c1nnc(CCC(=O)NCc2ccc3ncccc3c2)o1 (centres undefined)	-6%	-25%[20 µM]	5%	9%	0.2%	-1	-0.32	-0.27	1.7	-48%	·	50%*
COc1cccc(COC(=O)c2nn(-c3ccccc3)nc2N)c1	2%	-22%	3%	-1%	0.2%	-0.68	-0.24	-0.34	0.29	-33%	-3.5%	12%
O=C(/C=C/c1ccc2c(c1)OCO2)c1ccc(F)cc1	-10%	15%	9%	4%	-0.1%	-0.38	-0.21	0.12	0.55	-58%	5.7%	22%
Cc1ccc(OCC(=O)NN=C2c3ccccc3-c3ccccc32)cc1	25%	0%	0%	5%	-0.2%	0.09	-0.17	0.36	0.81	-3%	-0.5%	17%
Cc1ccc(Cl)cc1N1CCN(S(=O)(=O)c2ccc3[nH]c(=O)ccc3c2)CC1	7%	-19%[20 µM]	·	·	-0.1%	·	·	·	·	5%	-0.9%	0%
Cc1cccc(C(=O)NCCCNC(=O)c2cccc(C)c2)c1	-5%	17%	·	·	-0.3%	·	·	·	·	-7%	1.6%	15%

Nothing new here: an excerpt of the list.
SMILES	NOD2 inhibition	KOR beta-arrestin-1	P. falciparum M1AAP	P. falciparum M17LAP	GPR55 beta-arrestin	Dynein transport	Dynein transport cytoplasmic EGFP	Dynein transport nuclear GR-EGFP	Dynein transport cell count	NOD1 NF-kB reporter	KOR beta-arrestin-2	AID2073
Cc1ccc(Cl)cc1N1CCN(S(=O)(=O)c2ccc3[nH]c(=O)ccc3c2)CC1	7%	-19%[20 µM]	·	·	-0.1%	·	·	·	·	5%	-0.9%	0%
Cc1cccc(C(=O)NCCCNC(=O)c2cccc(C)c2)c1	-5%	17%	·	·	-0.3%	·	·	·	·	-7%	1.6%	15%

The list goes on.
SMILES	NOD2 inhibition	KOR beta-arrestin-1	P. falciparum M1AAP	P. falciparum M17LAP	GPR55 beta-arrestin	Dynein transport	Dynein transport cytoplasmic EGFP	Dynein transport nuclear GR-EGFP	Dynein transport cell count	NOD1 NF-kB reporter	KOR beta-arrestin-2	AID2073
Cc1cccc(NC(=S)NNC(=S)NCc2ccccc2)c1	19%	-9%	-2%	-3%	0.2%	1.5	-0.25	1.1	-0.5	1%	-10%	-3%
COC(=O)c1sc(S(=O)(=O)Nc2ccc(C)c(C)c2)c(C(=O)OC)c1C	11%	9%	-3%	9%	0.2%	1.2	-0.062	2.3	-1.6	-25%	5.8%	7%
COCC(=O)N1CCC(Oc2ccc(C(=O)NCc3cnc(C)cn3)cc2)CC1	-8%	-4%	2%	-5%	-0.3%	-0.67	-0.27	-0.25	0.68	-32%	4.0%	-5%
CCOc1ccccc1C(=O)NCCCN1CCN(CCCNC(=O)c2ccccc2OCC)CC1	-6%	10%	0%	3%	-0.1%	-0.61	1.3	0.69	0.093	·	-2.1%	-4%
O=S(=O)(c1ccc(Oc2ccc(S(=O)(=O)N3CCOCC3)cc2)cc1)N1CCOCC1	13%	-6%	2%	1%	-0.1%	-1.4	-0.34	-0.11	2	9%	10%	-5%
CN1C(=O)COc2ccc(C(=O)c3ccccc3C(=O)O)cc21	18%	15%	4%	-14%	-0.2%	-0.27	-0.3	-0.5	0.78	0%	-0.2%	-1%
COc1cccc(Cn2c(NCC(C)C)nc3c2c(=O)n(C)c(=O)n3C)c1	5%	-41%	2%	-5%	-0.2%	1.1	-0.24	0.65	-0.22	6%	-0.5%	-10%
O=C(CNC(=O)c1ccccc1F)NCc1cccnc1	-2%	-12%	·	·	0.0%	·	·	·	·	-41%	0.4%	-14%
COc1ccc(-n2nc(C(=O)NCC(=O)NCCCN3CC(C)CC(C)C3)c3ccccc3c2=O)cc1OC (centres undefined)	1%	-5%	·	·	-0.2%	·	·	·	·	-14%	-4.8%	11%
S=C(NCCc1ccccc1)N/N=C/C1CCCCC1	4%	28%	-4%	6%	0.5%	-0.37	-0.31	0.16	0.6	-31%	-0.8%	-3%
CCc1ccccc1NC(=O)c1cc(=O)c2ccccc2o1	-10%	-15%[20 µM]	1%	-3%	0.2%	0.23	-0.3	-0.05	-0.15	-17%	1.8%	-2%
NC(=O)c1ccc(N2CCN(c3ccccc3F)CC2)c([N+](=O)[O-])c1	15%	-2%	6%	-3%	0.4%	-0.73	-0.28	-0.38	0.5	9%	-3.8%	5%
Cc1ccccc1NC(=S)NC(=O)/C=C/c1ccco1	10%	-14%	·	·	-0.1%	·	·	·	·	-12%	12%	-10%
O=C(Cc1cccc2ccccc12)N/N=C/c1ccncc1	2%	-41%[20 µM]	·	·	-0.1%	-0.42	-0.3	-0.031	0.88	-26%	·	-13%
Cc1cc2c3c(c1C)C1(C(=O)N3C(C)(C)CC2C)C(C#N)=C(N)Oc2n[nH]c(C)c21 (centres undefined)	2%	9%	16%	0%	0.3%	0.062	-0.25	0.081	-0.046	-2%	6.9%	-4%
Cc1ccc(NC(=S)NCCc2ccc(S(N)(=O)=O)cc2)cc1C	13%	8%	13%	2%	-0.3%	-0.59	-0.23	-0.35	0.24	-3%	-4.1%	-2%
CCn1c(SCC(=O)Nc2ccc3c(c2)OCO3)nnc1-c1cnccn1	16%	6%	-2%	8%	0.1%	2.8	-0.27	0.32	-1	-11%	-4.4%	17%
CCCCOc1cccc(C(=O)NC(=S)Nc2cccc(C(F)(F)F)c2)c1	6%	-33%	-1%	0%	-0.3%	-0.22	-0.26	0.042	0.91	8%	0.7%	20%
O=C(COc1ccccc1)NCC(=O)Nc1cccc(S(=O)(=O)NC2=NCCC2)c1	11%	-22%	10%	-1%	-0.2%	-0.7	-0.22	-0.74	0.59	-36%	0.4%	1%
Cc1cc(C)n(CCc2nc(-c3ccc(-c4ccccc4)cc3)cs2)n1	-14%	3%	4%	7%	0.1%	0.13	-0.12	-0.062	0.14	-5%	0.4%	18%
N#C/C(=C\c1ccccc1Br)C(=O)NC1CC1	1%	3%	·	·	0.0%	·	·	·	·	-24%	2.7%	6%
Cc1ccc(NC(=O)CSc2nnc(-c3cccnc3)n2CCN2CCCCC2)cc1	12%	9%	8%	-4%	0.0%	-0.073	-0.32	-0.44	0.93	0%	0.5%	-7%
CCc1nonc1NC(=O)COc1ccc(Cl)c(C)c1	-33%	-14%	·	·	-0.2%	·	·	·	·	-47%	-0.4%	-12%
CCOC(=O)C1=C(c2ccccc2)NC(=O)NC1c1ccc(OC)cc1 (centres undefined)	20%	11%	-4%	-21%	-0.2%	0.5	-0.19	0.36	0.52	-15%	-8.7%	0%
CC(=O)NC(=S)Nc1cccc2c(C)cc(C)nc12	4%	9%	-2%	-1%	0.2%	1.1	-0.32	-0.12	-0.89	-36%	1.9%	50%
NS(=O)(=O)c1ccc(NC(=O)Cn2ncc3c2-c2ccccc2OC3)cc1	-15%	-3%	6%	-1%	-0.1%	0.83	-0.06	0.82	-0.67	-4%	2.0%	-1%
O=c1nc2s/c(=C\c3ccc(-c4ccccc4[N+](=O)[O-])o3)c(=O)n2nc1-c1ccccc1	-6%	4%	55%	22%	0.5%	-0.91	1.6	0.1	0.11	-30%	1.1%	26%
O=C(CN1CCCCC1)NCCNC(=O)CN1CCCCC1	12%	-16%	0%	-1%	-0.1%	0.29	-0.19	0.49	-0.14	-8%	1.7%	7%
COc1cc(S(=O)(=O)NCCCn2ccnc2)ccc1F	2%	-32%[20 µM]	·	·	-0.1%	·	·	·	·	-10%	-4.2%	1%

Structures above that contain a nitro group on carbon (2):
SMILES	NOD2 inhibition	KOR beta-arrestin-1	P. falciparum M1AAP	P. falciparum M17LAP	GPR55 beta-arrestin	Dynein transport	Dynein transport cytoplasmic EGFP	Dynein transport nuclear GR-EGFP	Dynein transport cell count	NOD1 NF-kB reporter	KOR beta-arrestin-2	AID2073
NC(=O)c1ccc(N2CCN(c3ccccc3F)CC2)c([N+](=O)[O-])c1	15%	-2%	6%	-3%	0.4%	-0.73	-0.28	-0.38	0.5	9%	-3.8%	5%
O=c1nc2s/c(=C\c3ccc(-c4ccccc4[N+](=O)[O-])o3)c(=O)n2nc1-c1ccccc1	-6%	4%	55%	22%	0.5%	-0.91	1.6	0.1	0.11	-30%	1.1%	26%
